FXIIa inh – human FXIIa protease inhibitors, primary screen, biochemical, 1536-well. Coagulation factor XII (Homo sapiens), P00748. purified FXIIa, Boc-QGR-AMC fluorogenic substrate, 2 h. inhibition, % at 5 µM. hit rate 0.3% among 220,000. AID 800, 2007; in the data active means inhibition above about 40%;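 further: 0% = enzyme with no compound and 100% = blank without enzyme; many of its hits are not listed in these tables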
FXIa inh 1536 – human FXIa protease inhibitors, primary screen, biochemical, 1536-well; purified FXIa, Boc-Glu-Ala-Arg-AMC fluorogenic substrate; hit rate 0.14% among 220,000; inhibition, % at 5 µM;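 active means inhibition of at least 40%; inactive means inhibition below 40%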;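 further: fluorescence of freed AMC excited at 355 nm; 0% = enzyme without compound and 100% = no enzyme blank; many of its hits are not listed in these tables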
Calpain2 inh – inhibitors of pig calpain II, primary screen, biochemical, fluorogenic peptide substrate, 1536-well; purified calpain II, 30 min; inhibition, % at 16 µM; hit rate 0.37% among 220,000; AID 1236, 2008;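 active means inhibition above about 50%, limit read from the data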
Thrombin inh – human alpha-thrombin inhibitors, primary screen, counter-screen for coagulation protease inhibitor project, biochemical, 1536-well, fluorogenic AMC substrate | Prothrombin (Homo sapiens), P00734 | Boc-VPR-AMC fluorogenic substrate cleavage | inhibition, % at 5 µM | hit rate 0.26% among 220,000;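 active means inhibition at or above 40%; inactive means inhibition below 40%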;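 further: 0% = enzyme with no compound and 100% = wells without enzyme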
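Material: human alpha-thrombin protein. Incubation: reaction at ambient temperature. Technique: fluorescence of released AMC, ex 355 nm, em 460 nm. Control set: no-compound enzyme wells and no-enzyme blanks. Also added: Boc-VPR-AMC substrate, 15 µM final. Buffer or medium: pH 7.5 Tris (50 mM) with NaCl 150 mM, Tween 20 0.05%.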
KLK5 inh – human KLK5 protease inhibitors, primary screen, biochemical, 1536-well; inhibition, % at 5 µM; hit rate 0.59% among 210,000; recombinant hK5, fluorogenic AMC substrate cleavage; AID 873, 2007; Kallikrein-5 (Homo sapiens), Q9Y337;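 active means inhibition of 40% or more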;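 further: 0% = enzyme controls without compound and 100% = no-enzyme blanks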
Target sequence (Q9Y337 67-293 limits assumed): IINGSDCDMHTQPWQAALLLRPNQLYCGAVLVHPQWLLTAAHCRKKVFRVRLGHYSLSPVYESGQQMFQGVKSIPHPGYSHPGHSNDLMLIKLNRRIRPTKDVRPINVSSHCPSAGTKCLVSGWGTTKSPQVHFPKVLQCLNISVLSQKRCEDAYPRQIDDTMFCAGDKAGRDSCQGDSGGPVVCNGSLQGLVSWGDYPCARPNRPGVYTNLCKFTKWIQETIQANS
Cl transport mod – KCC2 cotransporter modulators, thallium flux, primary screen, cell-based, HEK293 KCC2, FluoZin-2 fluorescence, MLSMR; Solute carrier family 12 member 5 (Homo sapiens), Q9H2X9; KCC2 cells, thallium flux FluoZin-2 fluorescence; B-score of Tl+ flux slope (higher = more flux/activation; lower = inhibition) at 10 µM; hit rate 2.2% among 190,000; AID 1456, 2008;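 active means thallium flux slope and its plate-corrected score both differing from the plate sample mean at a set confidence after two filtering rounds, in either direction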;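 further: slope of fluorescence scaled to starting intensity during 10 to 20 s after thallium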
Furin inhibitor – human furin inhibitors, primary screen, biochemical, fluorescence intensity. P09958. purified furin, fluorogenic substrate cleavage. inhibition, % at 30 µM. hit rate 0.061% among 220,000. AID 463115, 2010; in the data active means inhibition above about 25%; further: inactives centre near -15
Target sequence (P09958 108-714 limits assumed): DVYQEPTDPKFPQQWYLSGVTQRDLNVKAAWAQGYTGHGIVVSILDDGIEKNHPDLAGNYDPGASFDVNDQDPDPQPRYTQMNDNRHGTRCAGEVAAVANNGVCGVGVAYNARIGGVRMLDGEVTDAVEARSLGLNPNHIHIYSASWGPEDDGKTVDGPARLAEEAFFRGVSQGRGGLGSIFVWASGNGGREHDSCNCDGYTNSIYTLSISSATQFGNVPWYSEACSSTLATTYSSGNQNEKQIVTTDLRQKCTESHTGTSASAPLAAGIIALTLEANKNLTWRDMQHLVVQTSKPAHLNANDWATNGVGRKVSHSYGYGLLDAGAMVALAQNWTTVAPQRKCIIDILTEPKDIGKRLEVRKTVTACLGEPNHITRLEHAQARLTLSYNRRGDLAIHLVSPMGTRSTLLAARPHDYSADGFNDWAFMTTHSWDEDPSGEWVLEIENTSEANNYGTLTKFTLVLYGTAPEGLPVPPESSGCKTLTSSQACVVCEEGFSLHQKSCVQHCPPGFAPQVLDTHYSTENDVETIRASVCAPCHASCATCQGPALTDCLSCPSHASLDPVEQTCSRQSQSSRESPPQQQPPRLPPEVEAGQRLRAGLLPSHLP
PERK inhibitor – block of dimerizer-induced PERK translation repression, primary screen, PERK inhibitor project, CHO PERK-DD cells, SEAP luminescence, HTS | Eukaryotic translation initiation factor 2-alpha kinase 3 (Homo sapiens), Q9NZJ5 | CHO PERK-DD fusion, SEAP luminescence translation reporter | inhibition, % at 5.6 µM | hit rate 0.17% among 220,000 | AID 1416, 2008;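 active means inhibition above the mean inhibition of all tested compounds plus 3 SD, set separately per screening campaign, cut at about 2.9% in these data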;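 further: PERK kinase domain activated by AP20187 dimerizer at 100 nM; 0% = DMSO with dimerizer and 100% = rapamycin at 8.4 µM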
Rad51 HR inh – human RAD51 strand exchange inhibitors, primary screen, biochemical, fluorescence; DNA repair protein RAD51 homolog 1 (Homo sapiens), Q06609; hit rate 0.085% among 200,000; AID 1385, 2008; hRad51 DNA strand exchange, fluorescence dequenching; inhibition, % at 10 µM;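 active means inhibition above 40% at the single screening dose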;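 further: 0% = DMSO control wells and 100% = blanks with heterologous ssDNA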
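Material: hRad51 filaments on single-stranded DNA; Reagent: Donor/quencher-labelled 47-bp dsDNA substrate; Compound: 10 µM final, single point; Schedule: 37 °C 15-min filament assembly, 30-min compound preincubation, 15-min exchange; Technique: FRET fluorescence, excitation 485 nm, emission 520 nm; Benchmarks: control wells and blank wells on each plate.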
An asterisk follows results filed as active; i = inactive; x = no result given; [ ] = remark or other dose. This is a subset; count on the stated rates, not on these rows.

SMILES	FXIIa inh	FXIa inh 1536	Calpain2 inh	Thrombin inh	KLK5 inh	Cl transport mod	Furin inhibitor	PERK inhibitor	Rad51 HR inh
CN(C)c1ccc(N=Nc2ccccc2C(=O)OCC(=O)N(C)c2ccccc2)cc1	7.6	3.8	12.8	-5.6	-6.4	-0.0492	-4.8	-0.6	-8.7
Clc1ccc(-c2nc(-c3cc4cc(Cl)ccc4o3)cs2)cc1	0.5	-3.9	-9.4	-6.2	-2.4	0.338	-21.3	1.4	0.8
CCCCn1c2ccccc2c2nnc(SCC(=O)NC3=NN=C(c4ccccc4)CS3)nc21	9.4	9.3	-23.4	-1.4	1.8	-0.432	-2.8	0.3	-9.8
COc1ccc(C(=O)C(CO)Oc2ccccc2OC)cc1OC (stereo not drawn)	6.5	-0.3	10.2	-6.2	-4.3	0.696	-10.3	-0.3	x
O=C(C1=C(O)C(=O)N(CCOCCO)C1c1ccccn1)c1cccs1 (stereo not drawn)	13.3	2.2	-8.8	-1.4	2.9	0.0733	-11.5	1.8	21.9
O=C(O)c1ccccc1NC(=S)NC(=O)c1sc2ccccc2c1Cl	-6.4	0.6	-44.6	-1.3	-25.9	-3.34	-13.6	0.1	-3.1
O=[N+]([O-])/C=C/c1cn(Cc2ccc(Cl)cc2)c2ccccc12	7.0	0.4	-81.2	-7.9	-27.0	0.223	-6.7	0.0	5.8
CC1=NNC(=O)C1C(c1ccc(Cl)cc1)C(C#N)C#N (stereo not drawn)	2.4	-2.9	-8.6	-12.9	-0.6	0.187	-12.9	0.5	x
CCN(C(=O)c1c(OC)cccc1OC)c1nnc(-c2cccnc2)s1	14.1	5.8	-6.1	-4.1	16.0	0.0509	-13.2	0.0	9.2
Cc1nnc(SC(C)C(=O)Nc2nccs2)s1 (stereo not drawn)	10.4	0.9	-23.5	-11.4	7.9	0.716	-32.4	1.9	-10.4
Clc1ccc(Cl)c(Oc2ccc(Oc3nc(Cl)ccc3Cl)cc2)n1	22.3	7.6	-2.3	2.9	-6.3	0.508	-23.3[20 µM]	0.7	-15.8
Cc1cccc(NC(=O)c2ccc(NS(=O)(=O)c3c(C)noc3C)cc2)c1	11.5	1.2	0.2	-6.6	-7.8	0.853	-12.9	0.1	-1.2
CCCc1[nH]nc2c1C(c1cc(OC)ccc1F)C(C#N)=C(N)O2 (stereo not drawn)	-3.0	-2.4	16.3	0.1	-1.3	-0.566	-14.1	1.5	-4.1
Cc1cc(C)c(C(N)=O)c(Nc2cccc3ccccc23)n1	4.7	-3.2	15.2	-0.6	-8.2	0.702	-20.7[20 µM]	0.8	13.4
COCCN(C(=O)CCc1ccccc1OC)c1nnc(-c2cccnc2)s1	3.2	-2.9	0.1	-17.8	-0.2	-1.23	-13.1	-0.7	0.1
CCOc1ccccc1OCCCC(=O)NC1CCCc2ccccc21 (stereo not drawn)	8.0	1.8	12.4	6.6	1.9	-0.89	8.6	-0.9	1.3
CCOC(=O)C(C)Sc1nc2c(c(-c3cccs3)c1C#N)CCC2 (stereo not drawn)	1.7	-4.1	5.4	-5.8	-10.2	-0.872	-6.6	-0.7	1.3
CCC(C)NC(=S)Nc1ccc2nc(N3CCN(CC)CC3)cc(C)c2c1 (stereo not drawn)	3.5	-1.7	-3.7	-1.2	9.1	0.77	-17.6	0.5	15.1
O=C(Cn1ncc2c1-c1ccccc1OC2)Nc1ccc(S(=O)(=O)N2CCCCC2)cc1	9.9	-2.8	-76.8	-5.4	1.3	-0.935	-13.7	-0.3	-0.1
CSc1nncc(/C(C)=N\Nc2ccccc2)n1	3.3	1.8	-9.1	-4.7	8.3	-0.031	-17.0[20 µM]	0.4	-3.1
CC(NS(C)(=O)=O)C(c1cccs1)N1CCN(c2ccccc2F)CC1 (stereo not drawn)	16.6	6.3	-2.1	4.6	-19.1	-0.141	-9.2[20 µM]	-0.1	-10.0
Cc1cc(NS(=O)(=O)c2ccc(NC(=O)c3cc(-c4cccnc4)nc4ccc(Cl)cc34)cc2)no1	13.4	-1.2	-19.4	4.4	-1.5	x	-0.8[20 µM]	0.5	-0.8
CCCOc1ccc(/C=N/Nc2ccccn2)cc1OC	2.1	-3.0	1.3	0.3	-9.4	0.499	11.4	0.3	-4.8
Cn1c(CNC(=O)Nc2ccccc2)nnc1SCc1ccccc1	10.1	4.1	4.3	6.7	-0.9	0.261	-10.4	-0.2	0.8
Cc1cc(C)c(-c2cc(C(F)(F)F)no2)c(=O)[nH]1	0.3	1.3	-76.0	1.3	-33.2	0.334	-94.4[20 µM]	0.8	-2.2
Cc1ccccc1C1c2[nH]c3ccccc3c2CCN1Cc1cccn1-c1ncccn1 (stereo not drawn)	2.8	-6.8	-64.2	-9.9	-3.5	-0.822	-17.2	-1.1	-15.5
CC(=O)Nc1ccc(NC(=O)Nc2ccccc2C)cc1	8.8	1.1	-34.1	-6.3	6.1	0.955	-24.1	1.0	7.2
COC(=O)c1nc(NC(=O)C(C)C)n[nH]1	15.6	-9.2	25.7	35.0	13.4	-0.801	-13.1	1.1	-8.4
CCOC(=O)c1c[nH]c2c(C(F)(F)F)cccc2c1=O	-0.2	-2.7	-17.3	-10.1	-1.6	-1.56	-20.1	0.8	3.8
O=c1[nH]c2ccsc2c(=O)n1-c1ccc(F)c(Cl)c1	13.8	11.9	6.8	-2.2	-8.8	-0.463	-25.2	1.9	2.1
COCCCNC(=O)CCc1nc2cccnc2n1Cc1ccc(OC)cc1	9.3	-0.2	-32.0	-4.2	0.1	x	-13.3[20 µM]	-0.7	1.8
COc1cc(/C=C/C(=O)N(Cc2ccccc2)c2ccccn2)cc(OC)c1OC	17.6	9.3	-41.3	-0.6	-12.7	-0.997	-12.8	-0.6	-0.9
O/N=C1\CCC\C1=C/c1ccco1	2.7	-7.3	-25.4	-7.5	0.9	0.0173	2.9	0.1	4.0
Cc1cc(C(=O)NC(C)C2CCCO2)cs1 (stereo not drawn)	17.0	3.9	-11.3	3.1	-1.9	-0.233	-26.3[20 µM]	0.8	-1.5
O=c1oc(-c2ccco2)nc2sc3c(c12)CCCC3	13.7	7.0	-96.6	3.4	6.5	2.3	-8.4[20 µM]	0.9	0.0
Nc1c(S(=O)(=O)c2ccccc2)c2nc3ccccc3nc2n1Cc1ccco1	-10.3	-15.1	i	-5.5	-107.2	x	-36.5	0.0	-96.1
COc1cccc(CSc2nnc(-c3ccco3)n2C)c1	6.8	-0.5	10.4	3.0	-1.5	1.06	-22.3	-0.1	7.0
CCC(=O)N(C)CCc1cc2c(c(OC)c1/C=N/NS(=O)(=O)c1ccc(C)cc1)OCO2	3.5	-1.7	1.9	-7.6	-1.9	-1.05	-16.7	-0.9	x
CN1/C(=C\C(=O)C[n+]2cccc(C(N)=O)c2)C(C)(C)c2ccccc21	4.5	1.5	16.9	-6.4	-3.5	0.058	-3.8	1.0	-7.8
CCCOc1cc(CC(=O)NCc2ccco2)ccc1OC	8.0	-5.5	-17.4	-1.9	-2.4	-0.736	-12.8[20 µM]	-0.2	11.1
Cc1[nH]c2ccccc2c1C(=O)COC(=O)CCS(=O)(=O)c1ccccc1Cl	4.1	4.9	-2.5	-4.9	-15.6	-3.1*	-5.9	0.6	-10.7
COC(C)(C)c1cc(C(C)(C)C)nc(N)n1	8.4	-6.2	-2.6	-5.4	1.8	1.18	-30.2[20 µM]	1.6	-11.5
CC(C)Oc1ccc(N2CC(C(=O)Nc3ccccn3)CC2=O)cc1 (stereo not drawn)	2.3	-3.1	-19.5	-6.6	-1.4	0.15	-31.4	1.2	-1.4
c1ccc2cc(CNCc3cccc4ccccc34)ccc2c1	6.5	1.5	33.2	10.0	26.0	0.798	-9.6	0.1	-12.1
O=C1NC(c2cc3c(cc2Cl)OCO3)Oc2ccccc21 (stereo not drawn)	8.3	-3.4	-33.5	-0.6	-3.0	x	-15.5	1.3	-5.5
CCOC(=O)CC(=O)Nc1nnc(CC(C)C)s1	13.5	5.3	-15.8	0.8	5.5	0.0356	-12.1	0.0	-6.9
COC(=O)C1=C(C)NC(=O)NC1c1cn(-c2ccccc2)nc1-c1cccs1 (stereo not drawn)	3.2	-5.2	-21.7	-2.2	-2.8	-0.18	-14.8	-0.4	0.9
CC1CC(C)CN(S(=O)(=O)N2CCC(C(=O)NCCC3=CCCCC3)CC2)C1 (stereo not drawn)	4.5	1.0	11.6	1.2	-1.9	0.274	-14.6	0.9	-41.9
Cc1cn(C2OC(COC(=O)c3ccccc3)C(O)C2O)c(=O)[nH]c1=O (stereo not drawn)	14.4	0.1	-18.1	0.6	-7.1	x	-16.2	0.4	-1.7
Cc1cccc(C)c1NC(=O)CN(C)C(C)C(=O)Nc1ccccc1-c1ccccc1 (stereo not drawn)	5.7	-0.2	18.4	-11.4	1.2	0.844	-14.9	-0.4	7.0

Later entries:
SMILES	FXIIa inh	FXIa inh 1536	Calpain2 inh	Thrombin inh	KLK5 inh	Cl transport mod	Furin inhibitor	PERK inhibitor	Rad51 HR inh
CCSc1nc2ccccc2n1Cc1cccc([N+](=O)[O-])c1	2.1	-0.6	-32.9	-3.9	1.3	-0.379	-8.8[20 µM]	1.0	9.1
Cc1c(C2C(C#N)=C(N)N(c3ccccc3C#N)C3=C2C(=O)CCC3)cnn1C (stereo not drawn)	7.6	3.4	11.6	-2.8	-21.9	-1.11	-5.3	0.7	6.5
Cc1ccnc2nc(C(=O)OCCOc3ccccc3)nn12	5.9	6.5	6.0	5.4	0.9	0.0855	-31.6	-0.2	2.9
N#CCSc1n[nH]c2nc3c(c(=O)n12)C1(CCCCC1)Cc1ccccc1-3	-2.8	-5.0	-314.2	-18.3	-4.1	-3.03	-17.5	-0.3	x
CN(C)C(CNc1ncnc2sc3c(c12)CCCC3)c1ccco1 (stereo not drawn)	11.2	1.1	20.1	1.8	x	-1.4	-19.3	0.6	x

High-throughput results (PubChem BioAssay)
